# Source: PubChem (several laboratories)
# CHT inh – inhibitors of human choline transporter CHT; High affinity choline transporter 1 (Homo sapiens), Q9GZV3; actives 0.86% (n = 310,000); CHT-expressing cells, membrane potential dye, choline response; active compounds read low; B-score at 10 µM; AID 488975, 2010;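 active = B-score over 3 SD under the library average, and starting fluorescence ratio not unusually high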;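 also: choline stimulus applied at its EC90 after an EC20 pre-addition; B-score computed on integrated fluorescence ratio after choline addition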
# Target sequence (Q9GZV3 whole entry, looked up): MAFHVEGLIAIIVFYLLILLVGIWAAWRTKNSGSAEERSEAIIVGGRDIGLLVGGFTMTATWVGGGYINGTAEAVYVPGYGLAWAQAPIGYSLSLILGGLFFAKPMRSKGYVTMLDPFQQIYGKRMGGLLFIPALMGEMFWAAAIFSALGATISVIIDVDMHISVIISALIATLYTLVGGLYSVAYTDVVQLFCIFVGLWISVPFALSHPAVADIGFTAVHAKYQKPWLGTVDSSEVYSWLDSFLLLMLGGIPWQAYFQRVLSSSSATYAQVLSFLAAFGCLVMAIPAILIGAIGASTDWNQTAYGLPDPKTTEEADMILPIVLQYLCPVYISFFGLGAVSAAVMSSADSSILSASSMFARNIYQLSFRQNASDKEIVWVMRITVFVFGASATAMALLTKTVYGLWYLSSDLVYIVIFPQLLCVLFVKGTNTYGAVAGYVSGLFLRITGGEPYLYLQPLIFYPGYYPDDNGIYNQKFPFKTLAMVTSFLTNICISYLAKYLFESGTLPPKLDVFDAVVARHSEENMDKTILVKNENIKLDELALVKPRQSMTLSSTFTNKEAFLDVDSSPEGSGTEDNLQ
# CHT PAM – CHT positive allosteric modulators, primary screen, cell-based, membrane potential dye, choline EC20 | actives 0.49% (n = 310,000) | High affinity choline transporter 1 (Homo sapiens), Q9GZV3 | AID 488977, 2010 | B-score at 10 µM | CHT-expressing cells; active compounds read high; LV-AA mutant CHT in HEK293 cells;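 active = initial fluorescence not abnormally high and integrated response B-score, plate-corrected, over 3 SD above library mean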
# STK33 kinase inh – inhibitors of purified STK33 kinase, primary screen, biochemical, ADP-Glo luminescence, homogeneous, cell-free | Serine/threonine-protein kinase 33 (Homo sapiens), Q9BYT3 | MBP phosphorylation | inhibition, % at 10 µM | actives 0.073% (n = 320,000) | AID 2661, 2010;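 active = inhibition at or above 25%, using the most active replicate where run in duplicate; inactive = inhibition below 25%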
# Target sequence (Q9BYT3 whole entry, looked up): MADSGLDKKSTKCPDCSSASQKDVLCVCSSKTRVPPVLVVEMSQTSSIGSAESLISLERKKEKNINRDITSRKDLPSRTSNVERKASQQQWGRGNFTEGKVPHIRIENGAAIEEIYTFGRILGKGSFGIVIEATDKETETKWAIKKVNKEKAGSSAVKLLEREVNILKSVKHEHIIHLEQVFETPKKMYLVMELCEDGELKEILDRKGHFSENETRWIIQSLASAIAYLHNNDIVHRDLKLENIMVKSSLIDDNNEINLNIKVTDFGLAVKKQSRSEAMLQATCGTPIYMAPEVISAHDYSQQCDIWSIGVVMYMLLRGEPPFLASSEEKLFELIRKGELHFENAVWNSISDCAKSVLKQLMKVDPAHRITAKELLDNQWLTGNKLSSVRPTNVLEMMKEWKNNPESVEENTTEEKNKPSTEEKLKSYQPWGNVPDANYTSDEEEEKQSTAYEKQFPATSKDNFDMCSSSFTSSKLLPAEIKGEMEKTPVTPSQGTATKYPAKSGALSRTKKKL
# An asterisk follows results filed as active; i = inactive; x = no result given.
canonical_smiles	STK33 kinase inh	CHT PAM	CHT inh
Cc1cc(C)cc(NC(=O)C2CCCN(c3nc(C)cc(C)n3)C2)c1 (stereo not given)	-0.5	i	i
CC1(C)CC(=O)c2sc(NC(=O)C3COc4ccccc4O3)nc2C1 (stereo not given)	-0.3	i	i
Cc1oc2c(CN3CCOCC3)c(O)ccc2c(=O)c1-c1ccccc1	-2.3	i	i
O=C(C[n+]1cc(-c2ccc(F)cc2)n2c1CCC2)N1c2ccccc2Sc2ccccc21	0.5	i	i
Cc1occc1C(=O)NCc1ccco1	-1.8	i	i
COc1ccc(-c2csc(Cc3nnc(N4CCOCC4)n3-c3ccccc3)n2)cc1OC	-0.4	i	i
CN1C(=O)NC(c2ccc(Cl)cc2)C2=C1CC(C)(C)CC2=O (stereo not given)	-1.9	i	i
O=C(Cc1c(F)cccc1Cl)Nc1ccccc1C(=O)N1CCOCC1	-0.3	i	i
O=C(Nc1ccncc1)Nc1cccc(Cl)c1Cl	1.9	i	i
COC(=O)Cc1csc(/N=C/c2c(O)n(-c3cccc(C(F)(F)F)c3)c(=O)c3ccccc23)n1	-1.4	i	i
Cc1ccccc1Nc1c([N+](=O)[O-])ccc2nonc12	-1.5	i	i
CC12CCC(C)(c3nc4ccccc4nc31)C2(C)C	-0.2	i	i
CC(=O)c1sc(NC(=O)c2ccccc2)nc1-c1ccccc1	3.0	i	i
NC(=O)NCCc1ccccc1	-1.5	i	i
CC(=O)Nc1ccc(S(=O)(=O)N(C)CC(=O)N/N=C/c2ccncc2)cc1	0.8	i	i
CC(=O)Oc1c(C)c(OC(C)=O)c2c(c1C(C)=O)OC1CC(=O)C(C(C)=O)=C(O)C21C (stereo not given)	-0.1	i	i
COC(=O)c1c(NC(=O)C2CC(=O)NN2Cc2ccccc2)sc(C)c1C (stereo not given)	-1.6	i	i
CC1CN(C(=O)c2ccc(NS(=O)(=O)c3ccc(F)cc3)cc2)CC(C)O1 (stereo not given)	-1.0	i	i
COc1c(F)cc2[nH]c3c(c2c1F)CCNC3=O	8.5	i	i
O=C(CCc1ccc(Oc2cc([N+](=O)[O-])cc([N+](=O)[O-])c2)cc1)N1CCCCCC1	0.5	i	i
CC(C)(C)OC(=O)[C@H](Cc1ccccc1)NC(=O)c1[nH]cnc1C(=O)Nc1cccc(Cl)c1	-0.5	i	i
CCOc1ccc(CN(C)CC(=O)Nc2ccc(N3CCOCC3)cc2)cc1OC	-0.3	i	i
Cc1cc(-c2ccccc2)nc(N(C)NC(=O)C2CC2)c1S(C)(=O)=O	-1.7	i	i
COc1ccc(NC(=O)c2coc3ccccc23)cc1OC	0.7	i	i
CCn1c(C(=O)N2CCCC(C(=O)NCCCc3ccccc3)C2)cc2sccc21 (stereo not given)	0.0	i	i
Cc1ccc2nc(-c3ccc(NC(=O)COC(=O)c4ccc(=O)[nH]c4)cc3)sc2c1	-1.8	i	i
O=C(NC12CC3CC(CC(C3)C1)C2)N1CCN(C(=O)c2ccco2)CC1	-1.3	i	i
Cc1ccc(NC(=O)c2sc(N)nc2-c2ccc([N+](=O)[O-])cc2)cc1C	-0.3	i	i
CCOC(=O)c1c(-c2ccccc2)csc1/N=C/C1C(=O)CCCC1=O	-0.2	i	i
COCCNC(=O)CN(c1ccccc1OC)S(C)(=O)=O	-1.1	i	i

# Single records, from the list above:
# Cc1oc2c(CN3CCOCC3)c(O)ccc2c(=O)c1-c1ccccc1 in the list: STK33 kinase inh = -2.3; CHT PAM = i; CHT inh = i
# NC(=O)NCCc1ccccc1 in the list: STK33 kinase inh = -1.5; CHT PAM = i; CHT inh = i

# Next part
canonical_smiles	STK33 kinase inh	CHT PAM	CHT inh
Clc1ccc(/C(Cc2nc3ccccc3[nH]2)=N\Nc2ccccc2)cc1	-0.4	i	i
O=C(Oc1ccc([N+](=O)[O-])cc1)c1cc(-c2ccccc2)nc2ccccc12	0.2	i	i
CCCC(C)NCC(=O)Nc1ccccc1-c1ccccc1 (stereo not given)	-1.9	i	i
O=C(COC(=O)c1cccc(-n2cnnn2)c1)c1ccccc1	-0.6	i	i
COc1ccc(N2CCN(C(=O)c3cccc(Br)c3)CC2)c([N+](=O)[O-])c1	-1.0	i	i
CC(C)C[C@H](NC(=O)c1[nH]cnc1C(=O)Nc1ccc(CNC(=O)OC(C)(C)C)cc1)C(=O)OC(C)(C)C	-0.3	i	i
O=C1N(O)C2(C=CCCC2)/C(=N\O)C12CCCCC2 (stereo not given)	-0.6	i	i
CC(=O)c1cccc(CN2CCN(C(C)C)C(CCO)C2)c1 (stereo not given)	-0.4	i	i
NC(=O)COc1ccc(-n2cnnn2)cc1	-1.2	i	i
CC(C)C(=O)Nc1nnc(CCc2nnc(NC(=O)C(C)C)s2)s1	-1.0	i	i
O=Cc1cn(CCOc2ccccc2)c2ccccc12	0.3	i	i
COc1ccc(N2CCN(C(=O)c3cccc(NC(=O)c4ccco4)c3)CC2)cc1	-2.8	i	i
Cc1ccc(-c2n[nH]c(=S)n2/N=C/c2c(C)[nH]n(-c3ccccc3)c2=O)cc1	0.5	i	i
O=C(CSc1n[nH]c(-c2cccnc2)n1)Nc1ccccc1	0.2	i	i
CCCN(CCC)C(=O)Cn1c(=O)n(CCCCC(=O)NC2CCCC2)c(=O)c2ccccc21	-0.2	i	i
COc1ccc(CNCc2c(C(=O)N(C)C)nc3ccc(Cl)cn23)c(OC)c1	1.5	i	i
CCOc1ccc(Nc2ncnc(N)n2)cc1	2.0	i	i
Cc1cc(NC(=O)OC(C)C)ccc1-c1ccc(NC(=O)OC(C)C)cc1C	9.3	i	i
COCCn1c(C)cc(C(=O)COC(=O)c2ccc(NC(=O)CC#N)cc2)c1C	-1.0	i	i
Cc1cccc2cc(CN(Cc3ccc(F)cc3)C(=O)C(F)(F)F)c3nnnn3c12	-0.1	i	i
Fc1ccc(C(c2nnnn2C2CCCC2)N(Cc2ccco2)CC2CCCO2)cc1 (stereo not given)	-2.4	8.6*	i
COc1cccc(CN(C(=O)c2cc3ccccc3oc2=O)C2CC2)c1	-0.3	i	i
COc1ccc(Cc2nn3c(Cn4nnc5ccccc54)nnc3s2)cc1	0.5	i	i
Cc1ccc(N2CC(C(=O)N3CCC(C(=O)Nc4ccc(Br)cc4)CC3)CC2=O)cc1 (stereo not given)	-0.8	i	i
Cc1ccc(C)c(S(=O)(=O)Nc2ccccc2C(=O)Nc2ccc(S(=O)(=O)Nc3ncccn3)cc2)c1	-1.5	i	i
CCC(NC(=O)/C(=C\c1ccc2c(c1)OCO2)NC(C)=O)C(=O)O (stereo not given)	-4.3	i	i
COc1cccc(NC(=O)CCS(=O)(=O)c2cccs2)c1	0.6	i	i
COc1cc(C)ccc1S(=O)(=O)N1CCN(C23CC4CC(CC(C4)C2)C3)CC1	-0.9	i	i
COc1ccccc1N1CCN(CC(C)N(C(=O)C2CCCCC2)c2ccccn2)CC1 (stereo not given)	-3.8	i	i
CCS(=O)(=O)c1ccc2oc(SCC(=O)NCCc3ccc(F)cc3)nc2c1	0.7	i	i

# Of the compounds above, these have bromine:
canonical_smiles	STK33 kinase inh	CHT PAM	CHT inh
COc1ccc(N2CCN(C(=O)c3cccc(Br)c3)CC2)c([N+](=O)[O-])c1	-1.0	i	i
Cc1ccc(N2CC(C(=O)N3CCC(C(=O)Nc4ccc(Br)cc4)CC3)CC2=O)cc1 (stereo not given)	-0.8	i	i

# Going on with the list:
canonical_smiles	STK33 kinase inh	CHT PAM	CHT inh
COc1ccc(C2=C(C)CC(C)(C)NC2=O)cc1OC	0.0	i	i
Cc1ccccc1N(CC(=O)NCCSC1CCCCC1)S(=O)(=O)c1ccccc1	-2.5	i	i
COc1ccc(NC(=O)COC(=O)CCCc2c[nH]c3ccccc23)cc1	-1.2	i	i
Cc1nnc(SCC(=O)c2cc(C)n(-c3c(C)n(C)n(-c4ccccc4)c3=O)c2C)s1	-1.5	i	i
CCC1CCCCN1CC(=O)c1c(C)[nH]c2cc(C)ccc12 (stereo not given)	-0.6	i	i
N#CC1=C(SCC(=O)c2cc3ccccc3oc2=O)NC(=O)C(C#N)C12CCCC2 (stereo not given)	-1.3	i	i
Cc1ccccc1OCc1n[nH]c(=S)n1-c1ccccc1	x	i	i
Cc1ccc(-c2ccc(NC(=O)C3C4C=CC(C4)C3C(=O)O)cc2)o1 (stereo not given)	5.3	i	i
C=CCOC(=O)CN1C(=O)c2ccccc2C1=O	-2.2	i	i
O=C(N/N=C/c1ccc([N+](=O)[O-])o1)c1ccc2c(c1)OCO2	2.3	i	i
O=C(NC1CCS(=O)(=O)C1)c1c(NC(=O)C2COc3ccccc3O2)sc2c1CCCC2 (stereo not given)	1.9	i	i
O=c1ccn(CCCBr)c(=O)[nH]1	-1.5	i	i
NS(=O)(=O)c1ccc(NC(=O)C2COc3ccccc3O2)cc1 (stereo not given)	x	i	i
O=C(CCc1nc2ccccc2c(=O)[nH]1)OCc1ccccc1F	-1.9	i	i
COc1cccc(C2NC(=O)NC(O)(C(F)(F)F)C2C(=O)c2cccnc2)c1OC (stereo not given)	-0.2	i	i
CCc1nnc(NC(=O)C2Cc3ccccc3CN2S(=O)(=O)c2cccs2)s1 (stereo not given)	-1.5	i	i
COC(=O)CN(c1ccccc1C)S(C)(=O)=O	-0.6	i	i
CC(C)NC(=S)Nc1ccc2[nH]c(=O)[nH]c2c1	0.2	i	i
CC(C)(C)c1ccc(/C=N/n2cnnc2)cc1	-0.7	i	i
COc1cccc(NC(=O)NCc2c(-c3ccccc3)noc2C)c1	-2.9	i	i
NC(=Nc1ccc(Cl)cc1)c1ccccc1	-0.3	i	i
C=CCNC(=O)c1ccc2nc(-c3ccccc3)c(-c3ccccc3)nc2c1	0.9	i	i
CC(=O)c1c(C)nc2ccc([N+](=O)[O-])cc2c1-c1ccccc1	-0.5	i	i
O=C(NCC1OCCCN1S(=O)(=O)c1ccc(F)cc1)C(=O)NC1CCCC1 (stereo not given)	-0.8	i	i
O=C(COC(=O)[C@@H]1CC(O)CN1S(=O)(=O)c1ccccc1[N+](=O)[O-])Nc1ccc2ccccc2c1 (stereo not given in full)	1.5	i	i
COc1ccccc1CNC(=O)c1n[nH]c2ccccc12	0.4	i	i
COc1cc2c(cc1OC)CN(c1ncccc1[N+](=O)[O-])CC2	-0.5	i	i
COc1cc2c(cc1OC)C(C)N(C(=O)c1cc3c(C)cc(C)cc3[nH]1)CC2 (stereo not given)	0.9	i	i
CC1=Nc2ccccc2N=C(NC(=O)CSC(=S)N2CCCCC2)C1c1ccccc1 (stereo not given)	0.2	i	i
Cn1c(=O)cc(OCCCC(=O)NCc2ccc3c(c2)OCO3)c2ccccc21	-0.7	i	i

# Some values from the entries so far.
# STK33 kinase inh result of COc1cccc(C2NC(=O)NC(O)(C(F)(F)F)C2C(=O)c2cccnc2)c1OC (stereo not given) → -0.2
# STK33 kinase inh result of COc1cc2c(cc1OC)C(C)N(C(=O)c1cc3c(C)cc(C)cc3[nH]1)CC2 (stereo not given) → 0.9

# (continued)
canonical_smiles	STK33 kinase inh	CHT PAM	CHT inh
CCOc1ccc(C(=O)NCCNC(=O)c2ccc(OCC)cc2)cc1	-0.6	i	i
O=C(N/C(=C\c1ccco1)C(=O)N1CCCC1)c1cccs1	-0.4	i	i
Cn1c(CCC(=O)Nc2ccccc2F)nnc1SCC(=O)Nc1ccccc1Cl	-0.6	i	i
COc1cc(C(=O)N2C(=O)CCC2=O)cc(OC)c1OC	-1.2	i	i
Cc1csc(NC(=O)Cn2nc(C)c([N+](=O)[O-])c2C)n1	-2.1	i	i
O=S(=O)(/N=C(\c1ccccc1)N1CCOCC1)c1ccc(Cl)cc1	-1.3	i	i
COc1ccccc1-n1c(=O)c2c3c(sc2n2c(SC)nnc12)CCC3	-0.3	i	i
COc1ccccc1NC(=O)CN(c1ccccc1OC)S(=O)(=O)c1ccccc1	0.1	i	i
CCC(C(=O)NCCC1=CCCCC1)c1ccccc1 (stereo not given)	-1.9	i	i
COc1ccc2[nH]c3c(c2c1)CCN1C(=O)N([C@@H](C)C(=O)NCc2ccco2)C(=O)[C@]31C	0.0	i	i
C/C(=N\NC(=S)NC(C)C)c1ccccc1	-0.2	i	i
Cc1cccc(NC(=O)C2CCCN(S(=O)(=O)c3cccs3)C2)c1C (stereo not given)	0.8	i	i
Cc1ccc(C(=O)O/N=C(\N)Cc2cccs2)cc1[N+](=O)[O-]	-1.1	i	i
CC(C)c1nc2sc3ccccc3c(=O)c2c(=O)n1Cc1ccccc1	-0.3	i	i
Cc1ccc(C(=O)N/N=C2\CCSC2)cc1[N+](=O)[O-]	0.8	i	i
Cc1ccccc1C(=O)N1CCc2cc(-c3nc(NC(=O)Cc4ccc5c(c4)OCO5)sc3C)ccc21	-0.9	i	i
Cc1[nH]c2ccccc2c1C(=O)CN1CCC(C(N)=O)(N2CCCCC2)CC1	-1.1	i	i
O=C(COc1ccc(Cl)cc1)NCCC1=CCCCC1	-0.9	i	i
CC(O)[C@H]1CNC(=O)C(=O)N1CCCCC1CCCCC1 (stereo not given in full)	-0.4	i	i
Oc1ccc(-c2csc(NCc3ccco3)n2)cc1	0.7	i	i
O=C(/C=C/c1ccccc1)c1ccoc1	-0.5	i	i

# Hits appear at their usual frequency. Share with any hit: about 1.5%.
